Source: PubChem
EBI2 block = EBI2 receptor antagonists, beta-arrestin recruitment, primary screen, cell-based, luminescence, 7a,25-OHC stimulation, uHTS. AID 651636, 2012. inhibition, % at 5 µM. 7a,25-OHC stimulated. G-protein coupled receptor 183 (Homo sapiens), P32249. 360,000 compounds, 0.81% hits; in the data active = inhibition above about 38%;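 note: enzyme fragment complementation signal reports receptor beta-arrestin coupling in cells; 0% = agonist plus DMSO wells and 100% = wells without agonist; some results beyond the cut were filed as inactive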
APJ agonist = agonists of human apelin receptor APJ, primary screen, CHO-K1 cells, PathHunter beta-arrestin, luminescence | P35414 | 0% DMSO wells, 100% apelin | activation, % at 20 µM | 330,000 compounds, 0.11% hits | AID 2520, 2010;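 active = activation more than six SD over the plate average, tested at 20 µM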;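 note: 0% = DMSO alone and 100% = apelin-13 at 10 nM; some results filed as inactive read as strong as hits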
Target sequence (P35414 whole entry, looked up): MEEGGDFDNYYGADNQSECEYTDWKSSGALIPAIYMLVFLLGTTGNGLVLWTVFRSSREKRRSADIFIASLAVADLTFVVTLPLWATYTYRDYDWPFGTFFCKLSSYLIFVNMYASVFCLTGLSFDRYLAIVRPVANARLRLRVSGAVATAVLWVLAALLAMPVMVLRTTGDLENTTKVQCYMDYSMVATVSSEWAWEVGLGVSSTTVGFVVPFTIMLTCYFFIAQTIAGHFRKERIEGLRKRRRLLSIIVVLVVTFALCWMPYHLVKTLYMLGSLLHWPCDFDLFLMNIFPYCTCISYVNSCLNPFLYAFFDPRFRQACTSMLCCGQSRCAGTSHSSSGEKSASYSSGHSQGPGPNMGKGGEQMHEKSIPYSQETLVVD
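assay system = CHO-K1 APJ beta-arrestin complementation cell line | input = cell density 1000 per well | dosing = compound 20 µM once, DMSO 1% | timing = compound 90 min 25 °C, reagent 1 h | measured by = luminescence from split beta-galactosidase complementation, Galacton Star/Emerald II substrate | read-out basis = APJ agonist activity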
CHOP UPR activ = activators of apoptotic CHOP UPR arm, primary screen, cell-based, CHO-CHOP luciferase reporter, luminescence, uHTS; UPR activation; percent of tunicamycin response over DMSO baseline; activation, % at 10 µM; 330,000 compounds, 0.34% hits;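 active = at 10 µM dose, activation of 40% or more, normalized to positive control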;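 note: 100% = tunicamycin at 10 µg/mL and 0% = DMSO alone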
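Assay system: CHO cells with stable CHOP pathway luciferase reporter; Buffer or medium: F12 plus 10% serum; Times: 16-18 h cell attachment, then 6 h compound exposure, 37 °C; Signal: luciferase luminescence; Read-out basis: percent activation relative to tunicamycin control; Control set: tunicamycin high control, DMSO low control.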
CXCR6 inh = CXCR6 receptor inhibitors, primary screen, cell-based, beta-arrestin, luminescence, CHO-K1 PathHunter, 1536-well; C-X-C chemokine receptor type 6 (Homo sapiens), O00574; inhibition, % at 20 µM; 360,000 compounds, 0.36% hits; in the data active = inhibition above about 34%, passing the limit was not always enough;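 note: antagonist mode with CXCL16 agonist at 10 nM final; 0% = 10 nM CXCL16 with DMSO and 100% = unstimulated wells without agonist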
XBP1 UPR activ = activators of adaptive XBP1 UPR arm, primary screen, cell-based, CHO-XBP1 luciferase reporter, luminescence, uHTS. 330,000 compounds, 0.33% hits. AID 463104, 2010. IRE1-XBP1 UPR activation; percent of tunicamycin response, DMSO as zero. activation, % at 20 µM;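 active = versus positive control, 20 µM dose yields 30% or more activation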;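 note: 100% = tunicamycin at 10 µg/mL and 0% = DMSO only wells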
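Material: CHO-XBP1 cells stably carrying IRE1-XBP1-driven luciferase reporter | Medium: F12 with 10% serum | Compound dosing: 20 µM single concentration, DMSO 1% | Incubation: Overnight seeding at 37 °C, 6 h compound treatment at 37 °C | Detection: Steady-Glo luminescence read | Read-out basis: % activation of reporter signal versus tunicamycin and DMSO controls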
Mdm2 MdmX PPI = inhibitors of human Mdm2-MdmX association, primary screen, cell-based, luminescence, split luciferase, SaOS-2, uHTS | SaOS-2 split-luciferase Mdm2/MdmX complementation | inhibition, % at 8 µM | 330,000 compounds, 3% hits;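 active = inhibition of at least 50% at 8 µM in the primary screen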
APJ antagonist = antagonists of human apelin receptor APJ, primary screen, CHO-K1 cells, beta-arrestin complementation, luminescence. 330,000 compounds, 0.32% hits. AID 2521, 2010. P35414. inhibition, % at 20 µM;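 active = inhibition above about 40% at 20 µM, limit read from the data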;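 note: cells challenged with 10 nM apelin-13 agonist together with compound; plate controls were apelin-13 plus DMSO wells for no effect and DMSO wells lacking apelin-13 for full effect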
CCR6 antag = CCR6 receptor antagonists, primary screen, cell-based, CHO-K1, luminescence, beta-arrestin, uHTS; C-C chemokine receptor type 6 (Homo sapiens), P51684; CHO-K1 CCR6 PathHunter beta-arrestin, CCL20-stimulated; inhibition, % at 20 µM; 340,000 compounds, 0.49% hits; AID 493098, 2011;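 active = compounds whose inhibition of the agonist-driven luminescence signal at 20 µM reaches about 50%, limit read from the data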;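 note: cells stimulated with CCL20 at 14 nM final; plate controls were DMSO with CCL20 for no effect and DMSO without agonist for full effect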
Target sequence (P51684 whole entry, looked up): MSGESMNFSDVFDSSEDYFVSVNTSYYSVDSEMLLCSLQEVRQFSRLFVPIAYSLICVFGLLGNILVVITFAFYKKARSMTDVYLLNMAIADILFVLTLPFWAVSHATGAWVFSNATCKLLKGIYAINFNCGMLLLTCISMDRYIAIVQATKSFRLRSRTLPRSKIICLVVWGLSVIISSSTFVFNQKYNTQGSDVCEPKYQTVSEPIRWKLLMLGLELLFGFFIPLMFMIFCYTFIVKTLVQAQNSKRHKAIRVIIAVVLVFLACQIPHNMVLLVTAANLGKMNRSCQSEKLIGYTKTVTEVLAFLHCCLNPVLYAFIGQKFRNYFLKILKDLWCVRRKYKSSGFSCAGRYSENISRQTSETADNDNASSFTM
tim23-1 inh = growth inhibitors of tim23-1 mutant yeast, primary screen, luminescence, uHTS. S. cerevisiae tim23-1 growth, BacTiter-Glo luminescence, 24 h. inhibition, % at 20 µM. 330,000 compounds, 1.3% hits;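 active = growth inhibition of the mutant yeast at or above 50%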;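 note: temperature-sensitive mutant grown at 25 °C; plate controls were DMSO-treated mutant yeast for no effect and medium wells lacking yeast for full effect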
Numbers without * were called inactive.

SMILES	EBI2 block	APJ agonist	CHOP UPR activ	CXCR6 inh	XBP1 UPR activ	Mdm2 MdmX PPI	APJ antagonist	CCR6 antag	tim23-1 inh
O=C(O)c1ccccc1NC(=O)N1CCOCC1	-15	-1	-0.1	-3	2	15	23	-10	7
CCCn1c(N)c(N(CCOC)C(=O)c2ccc(F)cc2)c(=O)[nH]c1=O	10	-2	0.1	4	-4	13	6	6	11
O=C(Cc1ccccc1)NNC(=O)c1ccc(Br)o1	0	-1	1.9	-12	-1	36	18	0	-1
CC(C)C1N=C2c3ccccc3N=C(SCC(=O)c3ccc(O)c(O)c3)N2C1=O (stereo unspecified)	3	-1	-0.8	6	5	15	4	16	-22
Cc1cccnc1NC(=O)CSc1ncnc2sc(C)c(C)c12	-16	-1	3.8	-5	7	27	23	5	19
C#CC(CC)(CC)NC(=O)c1ccc(Br)s1	-3	3	0.7	2	-1	-13	-5	1	28
Cn1c(SCC(=O)N2CCCc3ccccc32)nc2ccccc2c1=O	-1	4	-0.4	-12	1	10	-2	12	22
Cc1ccc(C(=O)c2coc3ccc(OCC(=O)O)cc23)cc1	3	2	-2.0	14	-4	13	14	0	-1
CCOc1ccccc1NC(=O)Cn1c(=O)n(-c2ccc(OC)cc2OC)c(=O)c2c(C)c(C(=O)N(CC)CC)sc21	-2	-1	-0.2	1	-1	18	8	-1	20
Cc1ccc(C(C)NC(=O)C23CC4CC(CC(C4)C2)C3)cc1 (stereo unspecified)	-13	-5	-0.1	-2	-2	-7	-10	-7	19
Cc1ccc2c(C)c(C(=O)NCCN3CCOC3=O)oc2c1C	-8	-6	3.1	0	3	12	-35	-5	-1
CCCOc1ccc(Cl)cc1CNc1ccccc1	3	-2	-0.5	1	1	26	-6	27	-14
CCN1CCN(CCC(=O)Nc2ccc(C)cc2)CC1	-8	-2	2.0	-1	0	7	-1	1	-11
CCN(CC)CCCNC(=O)/C=C/C(=O)O	0	-1	-1.0	-5	0	-27	-14	-6	20
CCOc1cc(C(=S)N2CCCC2)ccc1O	3	-4	2.2	1	-1	16	13	-4	0
COc1ccc(CCn2c(-c3ccc(OC)cc3)nc3c(c(=O)c4ccccc4n3C)c2=O)cc1	15	6	2.3	24	14	16	13	14	12
CCCCSc1nc(C)cc(SCC(=O)N/N=C/c2ccccc2)n1	6	-2	-0.2	-9	-8	32	-3	-1	10
CC1(C)C(C=C(Cl)Cl)C1C(=O)N(Cc1ccccc1Cl)C1CCS(=O)(=O)C1 (stereo unspecified)	23	-4	-0.4	15	-3	32	1	21	12
CCOC(=O)Nc1oc2ccccc2c(=O)c1CN1CCOCC1	6	-3	-1.2	-2	0	44	-6	-10	13
O=C(COC(=O)c1cc(S(=O)(=O)N2CCOCC2)ccc1F)c1ccc[nH]1	-15	1	2.0	-10	0	6	-29	-20	8
CC1C2(C)OC(=N)C(C#N)(C(C)O2)C1(C#N)C#N (stereo unspecified)	-10	-1	2.4	1	-4	0	-11	7	1
COc1ccc(-n2nnnc2SCC(=O)Nc2cc(OC)c([N+](=O)[O-])cc2C)cc1	1	-3	1.3	5	3	52*	17	-2	-25
COP(C)(=O)c1c(C)nn(-c2ccccc2)c1C (stereo unspecified)	-11	1	-2.2	-13	2	-32	-8	-26	16
COc1cc(C(=O)NN(CCC#N)C2=NS(=O)(=O)c3ccccc32)cc(OC)c1OC	8	0	-0.7	10	-6	13	5	-9	9
Cc1ccc(S(=O)(=O)Nc2cc(=O)[nH]c(SCC(=O)Nc3cccc(C)c3)n2)cc1	-18	1	2.4	3	-2	-9	-13	6	3

A draw from above in order of length of the SMILES, highest first:
SMILES	EBI2 block	APJ agonist	CHOP UPR activ	CXCR6 inh	XBP1 UPR activ	Mdm2 MdmX PPI	APJ antagonist	CCR6 antag	tim23-1 inh
CC(C)C1N=C2c3ccccc3N=C(SCC(=O)c3ccc(O)c(O)c3)N2C1=O (stereo unspecified)	3	-1	-0.8	6	5	15	4	16	-22
Cc1ccc(C(C)NC(=O)C23CC4CC(CC(C4)C2)C3)cc1 (stereo unspecified)	-13	-5	-0.1	-2	-2	-7	-10	-7	19
Cc1cccnc1NC(=O)CSc1ncnc2sc(C)c(C)c12	-16	-1	3.8	-5	7	27	23	5	19

New compounds follow
SMILES	EBI2 block	APJ agonist	CHOP UPR activ	CXCR6 inh	XBP1 UPR activ	Mdm2 MdmX PPI	APJ antagonist	CCR6 antag	tim23-1 inh
Cc1c(C#N)c(N)nc(Cl)c1C#N	-23	-1	1.0	-7	0	11	-3	-13	5
O=C(CCc1ccccc1)N1CCN(Cc2ccc(F)cc2Cl)CC1	22	-2	-0.4	-9	-3	6	-17	18	21
CC(=O)Oc1c(-c2ccc(Br)o2)oc2ccccc2c1=O	-3	-1	0.7	9	-1	93*	-5	2	65*
COc1cc(C(=O)NCC(=O)NCCN2C(=O)S/C(=C\c3ccc4c(c3)OCO4)C2=O)cc(OC)c1OC	7	-3	-0.3	3	-2	7	-5	6	6
CCOC(=O)c1[nH]c2ccc(OC)cc2c1NC(=O)CN1CCSCC1	-2	2	1.9	1	0	-5	20	0	10
C#CCOc1c(Br)cc(/C=N/O)cc1OCC	0	1	1.2	4	-4	24	2	16	34
CCOC(=O)c1nn(-c2ccc(Cl)cc2)c(=O)c(C#N)c1C	-15	1	1.1	0	0	22	-12	0	28
CCCOc1ccc(CC(=O)NCCc2ccccc2)cc1OC	10	-1	-0.9	3	-1	-6	-2	15	7
COc1cc(OC)cc(C(=O)c2c(C)c(C#N)c3ccccn23)c1	-10	-3	0.8	7	9	32	-14	12	7
O=C(O)COc1ccc(/C=N/NC(=O)C(O)(c2ccccc2)c2ccccc2)cc1	-5	-4	2.2	3	-3	7	13	4	-2
CCCCC1=CC2=CC(=O)C(C)(OC(=O)CC)C(=O)C2=CN1Cc1ccccc1 (stereo unspecified)	-10	17	1.2	-11	-2	7	-26	-10	22
CCCn1c(N)c(C(c2ccc(C(=O)OC)cc2)N2CCN(c3ccccc3)CC2)c(=O)[nH]c1=O (stereo unspecified)	7	0	-0.7	-1	1	3	-14	5	10
CCOC(=O)C1=NN(c2ccc(OC)cc2)C(c2ccccc2)CC1=O (stereo unspecified)	10	-5	-1.6	8	-2	3	8	17	17
COCCCNC(=O)CCn1c(=O)c2ccccc2n(CC(=O)Nc2ccccc2C)c1=O	3	-3	1.3	-5	-4	13	11	-2	-1
COc1ccc(NC(=O)CC2C(=O)OCC3CCCCN32)cc1Cl (stereo unspecified)	-4	6	6.8	0	0	4	-16	14	22
N/C(=N\OC(=O)C1CCCCC1)c1ccc(Br)cc1	5	2	5.0	-6	2	-3	-3	12	68*
CN1CCN(C(=O)/C=C\c2ccc(Cl)cc2)CC1	88*	-3	-0.6	4	-3	18	-4	-7	10
CC(C)(C)c1ccc(/C=N/NC(=O)C2CCCC2)cc1	-9	1	6.6	-17	3	-22	3	-2	45
CC1(C)CC(=O)c2cc(OCC(=O)NCc3cccnc3)ccc2O1	-2	0	-2.9	-18	-1	7	2	-3	10
COC(=O)c1ccc(OCC(=O)Nc2nn(-c3ccccc3)nc2C(N)=O)cc1	0	1	-1.4	1	-1	16	0	-10	-8
O=C(Cc1cccc2ccccc12)N1CCN(c2ncccn2)CC1	-4	-3	-1.0	0	-1	2	0	-21	10
S=c1[nH]nc(CN2CCCCC2)n1Cc1ccccc1	1	-2	-1.2	-3	2	-6	13	0	9
O=C(OCC(=O)c1ccc[nH]1)c1ccc(S(=O)(=O)N2CCCCCC2)cc1	-17	-3	-2.5	4	-1	20	5	21	28
O=S(=O)(c1ccc(F)c(F)c1F)N1CCN(c2ncnc3sccc23)CC1	-21	0	1.9	-2	-5	31	7	2	12
Cc1cc(C(=O)N/N=C/c2ccccn2)c2ccccc2n1	-16	-1	-0.4	-4	-3	-16	18	-10	6
Cc1ccc(C)c(N2CCN(C(=O)C3CCCN(c4ncnc5c4nc4n5CCCCC4)C3)CC2)c1 (stereo unspecified)	15	6	-0.9	7	0	35	-3	9	13
CCOC(=O)c1[nH]c2ccc(Br)cc2c1NC(=O)CNC	-6	0	-0.2	-1	0	8	12	0	3
CC(C)(C)N1CC(C(=O)Nc2ccc(S(N)(=O)=O)cc2)CC1=O (stereo unspecified)	1	-1	-0.9	4	-3	10	9	1	8
CN(C)S(=O)(=O)c1cccc(-c2nn(-c3ccccc3)cc2/C=C(/C#N)C(=O)NCc2ccco2)c1	33	0	0.0	5	7	31	-13	0	-20

Structures above containing two or more sulfur atoms:
SMILES	EBI2 block	APJ agonist	CHOP UPR activ	CXCR6 inh	XBP1 UPR activ	Mdm2 MdmX PPI	APJ antagonist	CCR6 antag	tim23-1 inh
Cc1cccnc1NC(=O)CSc1ncnc2sc(C)c(C)c12	-16	-1	3.8	-5	7	27	23	5	19
CCCCSc1nc(C)cc(SCC(=O)N/N=C/c2ccccc2)n1	6	-2	-0.2	-9	-8	32	-3	-1	10
Cc1ccc(S(=O)(=O)Nc2cc(=O)[nH]c(SCC(=O)Nc3cccc(C)c3)n2)cc1	-18	1	2.4	3	-2	-9	-13	6	3
O=S(=O)(c1ccc(F)c(F)c1F)N1CCN(c2ncnc3sccc23)CC1	-21	0	1.9	-2	-5	31	7	2	12

Not all compounds are listed (hit frequency here may not be typical).
